High-throughput results (PubChem BioAssay)
EPAC2 agonist = EPAC2 (human) agonism; hit rate 0.079% among 360,000; EPAC2 activation, biochemical qHTS; response scale: 100% = 6.5 mM cAMP response; Potency, µM (doses to about 154 µM), inactives show at the highest dose activation, hits mostly activators; AID 720711; Q8WZA2; note: potency is the fitted concentration of half-maximal effect; nearly all actives have a fitted effect of over 50% in size
Target sequence (Q8WZA2 whole entry, looked up): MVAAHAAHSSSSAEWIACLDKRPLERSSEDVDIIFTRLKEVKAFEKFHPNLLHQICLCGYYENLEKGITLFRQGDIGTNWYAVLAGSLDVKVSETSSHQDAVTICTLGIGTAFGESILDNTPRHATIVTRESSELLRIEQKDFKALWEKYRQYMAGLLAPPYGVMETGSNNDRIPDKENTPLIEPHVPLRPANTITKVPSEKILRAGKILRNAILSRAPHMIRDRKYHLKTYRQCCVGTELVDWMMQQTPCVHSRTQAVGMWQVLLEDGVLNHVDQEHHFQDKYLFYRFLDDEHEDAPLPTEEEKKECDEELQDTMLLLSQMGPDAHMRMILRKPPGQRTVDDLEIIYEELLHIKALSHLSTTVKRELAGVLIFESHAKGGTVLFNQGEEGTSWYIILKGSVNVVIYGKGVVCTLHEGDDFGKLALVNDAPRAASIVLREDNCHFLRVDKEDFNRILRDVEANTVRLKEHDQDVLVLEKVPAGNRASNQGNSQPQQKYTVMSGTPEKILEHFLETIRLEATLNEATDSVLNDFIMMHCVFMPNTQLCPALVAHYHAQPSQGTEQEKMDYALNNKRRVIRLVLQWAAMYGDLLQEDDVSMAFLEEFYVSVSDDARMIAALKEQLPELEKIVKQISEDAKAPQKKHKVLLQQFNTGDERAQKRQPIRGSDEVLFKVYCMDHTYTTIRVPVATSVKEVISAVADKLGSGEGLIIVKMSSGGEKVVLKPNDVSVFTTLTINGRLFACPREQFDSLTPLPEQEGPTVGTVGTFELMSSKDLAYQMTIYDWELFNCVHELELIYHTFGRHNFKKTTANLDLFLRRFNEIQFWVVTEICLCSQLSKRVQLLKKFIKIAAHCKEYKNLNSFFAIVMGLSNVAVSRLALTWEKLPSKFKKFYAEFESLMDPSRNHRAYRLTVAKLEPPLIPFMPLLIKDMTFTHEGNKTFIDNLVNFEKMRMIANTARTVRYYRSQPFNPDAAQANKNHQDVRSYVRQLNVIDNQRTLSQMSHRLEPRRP
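Nucleotide exchange monitored as fluorescence drop when BODIPY-GDP leaves Rap1B. Reaction: 100 nM EPAC2, 250 nM RAP1B-BODIPY-GDP, 50 uM GDP, room temperature, kinetic read over 30 min. Activity expressed relative to 6.5 mM cAMP.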
Mm-Cpn inhibitor = blocks the Methanococcus maripaludis chaperonin Mm-Cpn | purified Mm-Cpn ATPase, ADP Transcreener TR-FRET | Potency, µM (titrated, usually from 76.9 µM), for the others: top-dose activity, negative = inhibition, most hits filed as inhibitors | hit rate 0.031% among 330,000; note: potency is the fitted concentration of half-maximal effect; % is set by controls: 0 for no effect and ±100 for the full control effect; nearly all actives have a fitted effect of over 80% in size
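Compound-treated chaperonin, 25 nM final, turns over 10 uM ATP at 37°C for 30 min following a 10 min preincubation; ADP generated competes with ADP-d2 for Eu-cryptate antibody, lowering FRET.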
Nrf2 block = inhibitors of Nrf2 signaling; A549 ARE-Fluc reporter, luciferase luminescence, 18-24 h; Potency, µM (series often up to 46 µM), for the others: at the highest dose activity change, negative = inhibition, actives largely listed as inhibitors; hit rate 2.1% among 360,000; note: potency is the fitted concentration of half-maximal effect; % is set by controls: 0 for no effect and ±100 for the full control effect; nearly all actives have a fitted effect of over 60% in size
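Quantitative HTS in A549 cells stably bearing an antioxidant response element-firefly luciferase construct. Inhibition of Nrf2-driven transcription was scored by luminescence after 18-24 h of compound exposure at 37 °C.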
TGFb inhibitor = inhibitors of TGF-b signaling. HepG2 CAGA-GFP TGF-b/SMAD3 reporter, GFP fluorescence, 18 h; TGF-beta stimulated, 500 pg/mL final. Potency, µM (series often up to 46.1 µM), for the others: at the highest dose activity, negative = inhibition, most hits filed as inhibitors. AID 588855. hit rate 1.2% among 410,000; note: potency is the fitted concentration of half-maximal effect; % is set by controls: 0 for no effect and ±100 for the full control effect; nearly all actives have a fitted effect of over 65% in size
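GFP signal (ex488/em500-530) from TGF-beta-stimulated HEPG2 CAGA-GFP cells, 500 pg/mL final, 18 h at 37 degrees C in DMEM plus 1% FBS, normalized to unstimulated and DMSO-stimulated controls.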
Nrf2 activator = activators of Nrf2 (ARE) signaling. AREc32 ARE-luciferase reporter (MCF7-derived line), luminescence, 24 h. Potency, µM (top dose mostly 46.1 µM), for the others: at the top dose activation, hits mostly activators. hit rate 0.31% among 410,000. AID 624171; note: potency is the fitted concentration of half-maximal effect; % of control where 0% means no effect; nearly all actives have a fitted effect of over 65% in size
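Each well held 1000 AREc32 cells, which were incubated with compound for 24 hr at 37 deg C after overnight attachment, and ARE reporter activity was quantified by firefly luciferase luminescence.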
CCT modulator = cytosolic chaperonin activity modulation; purified chaperonin ATPase assay, HTRF ADP detection, 30 min; hit rate 0.3% among 360,000; activity change, % (test concentration not listed), hits read low; AID 651819; in the data active = activity change below about -30%; note: % is set by controls: 0 for no effect and ±100 for the full control effect
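Nucleotide hydrolysis assay: TRiC at 20–40 nM final (set by batch activity) with 10 uM ATP, 30 min at 37 °C, in presence of 76 uM compound. Detection by competitive ADP HTRF, 30 min ambient.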
A549 tox = A549 cytotoxicity, counter-screen for Nrf2 inhibitors. A549 ARE-Fluc cells, CellTiter-Fluor viability, 18-24 h. Potency, µM (titrated, usually from 46 µM), for the others: top-dose activity change, negative = cytotoxicity, usual class: inhibitors. hit rate 0.16% among 390,000; note: potency is the fitted concentration of half-maximal effect; % is set by controls: 0 for no effect and ±100 for the full control effect
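Cytotoxicity counterscreen: CellTiter-Fluor fluorescence was measured in A549 ARE_Fluc cells after 18-24 h of compound exposure in a concentration series. The subsequent BugLite luminescent read reports ARE-luciferase activity.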
EPAC2 antagonist = EPAC2 (human) antagonism; EPAC2 GEF exchange of Rap1B-BODIPY-GDP, fluorescence; Potency, µM (top dose mostly 114 µM), without a hit: at the top dose activity, negative = inhibition, hits mostly inhibitors; AID 720708; hit rate 0.18% among 360,000; note: potency is the fitted concentration of half-maximal effect; % is set by controls: 0 for no effect and ±100 for the full control effect; nearly all actives have a fitted effect of over 45% in size; many of its hits are not listed in these tables
pAkt inh = inhibitors of Akt phosphorylation | Neuro2A IGF-stimulated pAkt S473 HTRF, 20 min; hits give low values | activity change, % for hits at 50 µM | hit rate 0.32% among 360,000 | AID 651550; in the data active = activity change below about -80%; inconclusive = mostly about -51% to -80%; note: % is set by controls: 0 for no effect and ±100 for the full control effect
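Neuro2A cells (4,500/well, DMEM with 0.5% FBS) were treated with compound at a single 50 µM final concentration, stimulated with 6 nM IGF for 20 min at 37 °C, and lysed. Phospho-Akt Ser473 was read by HTRF as 665/615 ratio ×10^4.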
* marks the source's active call; other numbers are inactive results; i = inactive; ? = inconclusive; / = not tested or not shown; [ ] = dose if it differs, or a comment. Unless noted, calls come from the whole dose curve; as a rule, active = well fitted curve in the direction sought with a large enough effect; inconclusive = small, poorly fitted or top-dose-only effect, or another doubt; inactive = no such curve, though single readings can be large; an effect the other way counts as inactive or inconclusive.

SMILES	EPAC2 agonist	Mm-Cpn inhibitor	Nrf2 block	TGFb inhibitor	Nrf2 activator	CCT modulator	A549 tox	EPAC2 antagonist	pAkt inh
CC1(C)CC(CCC(=O)Nc2ccccc2Cl)C(=O)O1 (stereo not drawn)	2.3%	2.1%	15.6%	-18.8%	-0.4%	-0.3	-7.9%	12.7%	i
CCN(CC)C(=O)N1CCN(Cc2ccc3c(c2)OCO3)CC1	6.0%	1.7%	16.9%	1.6%	-0.9%	-1.9	1.7%	3.8%	i
COc1ccc(CCN=C(N)NS(=O)(=O)c2ccc3ccccc3c2)cc1	22.5%	-1.3%	-0.6%	0.0%	2.3%	-2.2	9.1%	-12.5%	i
COC(=O)N/N=C/c1cc(Cl)cc(Cl)c1OCc1ccccc1F	-23.3%	0.8%	?	?	3.7%	0.3	?	-0.6%	i
CC1CCN(c2ccc(/C=N/n3nnnc3N)cc2[N+](=O)[O-])CC1	1.1%	-0.8%	?	-0.8%	-0.6%	-1.6	-2.7%	10.2%	/
Cc1ccc(/C(O)=C2\C(=O)C(=O)N(C)C2c2ccccc2)cc1 (stereo not drawn)	3.3%	/	/	0.9%	-1.4%	0.3	/	-9.6%	i
O=C(c1cc(Sc2cccc(Cl)c2)nc2ccccc12)N1CCN(c2ccccn2)CC1	9.2%	-1.6%	?	-19.5%	4.6%	-1.5	0.3%	?	i
COc1cccc(C(=O)COc2ccc3ccc(=O)oc3c2)c1	1.1%	-3.1%	5.6%	3.1%	3.3%	1.3	2.2%	10.1%	i
CCCSCCCNC(=O)Cn1c(=O)c2cccn2c2ccccc21	3.2%	0.4%	-13.6%	-6.2%	-0.8%	-1.5	0.0%	1.9%	i
CC1CC(C)CN(CC(=O)c2c[nH]c3ccccc23)C1 (stereo not drawn)	-8.6%	-2.5%	?	5.9%	2.4%	0.2	7.5%	3.5%	i
CC(=O)Oc1cccc2c1C(=O)C1CC=CC(OC(C)=O)C1C2=O (stereo not drawn)	5.9%	/	-12.2%	-47.2%	5.5%	-1.9	10.2%	-2.8%	i
Cc1nn(CC2CC2)c(=O)n1-c1ccc(Oc2ccccc2)cc1	7.5%	1.8%	?	-10.7%	-0.7%	0.7	1.1%	-9.2%	i
CC1(C(=O)O)CCC(C(=O)NCCc2ccccc2)C1(C)C (stereo not drawn)	7.9%	0.6%	16.1%	6.7%	2.5%	2.2	-1.3%	16.7%	i
COc1ccc(C(CC(=O)O)N2Cc3ccccc3C2=O)cc1 (stereo not drawn)	7.7%	-1.6%	0.1%	1.5%	-1.3%	1.9	1.0%	2.9%	i
Cc1cccc(NC(=O)CSCC(=O)NCc2ccco2)c1	6.6%	1.3%	1.8%	-7.6%	7.1%	-2.1	1.8%	3.0%	i
COc1ccc(Cl)cc1Cn1c(C)c(C(=O)NCc2ccc3c(c2)OCCO3)sc1=O	-6.3%	/	/	-6.0%	2.4%	-1.8	/	-11.5%	i
CCOC1=C2CN(S(=O)(=O)c3ccc(C)cc3)[C@H](c3cccc4ccccc34)C[C@H]2C(C#N)(C#N)C(C#N)(C#N)C1	1.7%	/	/	?	26.5%	1.8	/	11.5%	i
COc1cccc(OC)c1C(=O)Nc1nc(-c2ccccc2)cs1	3.9%	?	-19.9%	13.4%	-0.4%[9.22 µM]	0.6	4.6%	5.2%	i
CS(=O)(=O)N1Cc2ccccc2CC1C(=O)OCC(=O)NCCc1ccc(S(N)(=O)=O)cc1 (stereo not drawn)	4.1%	2.6%	-4.1%	-2.0%	2.0%	0.8	25.3%	25.1%	i
O=C(CC(=O)NCc1ccc(Cl)cc1)NCc1ccc(Cl)cc1	0.0%	1.2%	12.9%	6.9%	0.2%	-1.2	1.1%	?	i

8 entries out of the list, arranged by count of non-hydrogen atoms, largest number first.
SMILES	EPAC2 agonist	Mm-Cpn inhibitor	Nrf2 block	TGFb inhibitor	Nrf2 activator	CCT modulator	A549 tox	EPAC2 antagonist	pAkt inh
CS(=O)(=O)N1Cc2ccccc2CC1C(=O)OCC(=O)NCCc1ccc(S(N)(=O)=O)cc1 (stereo not drawn)	4.1%	2.6%	-4.1%	-2.0%	2.0%	0.8	25.3%	25.1%	i
COc1ccc(Cl)cc1Cn1c(C)c(C(=O)NCc2ccc3c(c2)OCCO3)sc1=O	-6.3%	/	/	-6.0%	2.4%	-1.8	/	-11.5%	i
COc1ccc(CCN=C(N)NS(=O)(=O)c2ccc3ccccc3c2)cc1	22.5%	-1.3%	-0.6%	0.0%	2.3%	-2.2	9.1%	-12.5%	i
CCCSCCCNC(=O)Cn1c(=O)c2cccn2c2ccccc21	3.2%	0.4%	-13.6%	-6.2%	-0.8%	-1.5	0.0%	1.9%	i
COc1cccc(OC)c1C(=O)Nc1nc(-c2ccccc2)cs1	3.9%	?	-19.9%	13.4%	-0.4%[9.22 µM]	0.6	4.6%	5.2%	i
COc1ccc(C(CC(=O)O)N2Cc3ccccc3C2=O)cc1 (stereo not drawn)	7.7%	-1.6%	0.1%	1.5%	-1.3%	1.9	1.0%	2.9%	i
Cc1cccc(NC(=O)CSCC(=O)NCc2ccco2)c1	6.6%	1.3%	1.8%	-7.6%	7.1%	-2.1	1.8%	3.0%	i
CC1(C)CC(CCC(=O)Nc2ccccc2Cl)C(=O)O1 (stereo not drawn)	2.3%	2.1%	15.6%	-18.8%	-0.4%	-0.3	-7.9%	12.7%	i

Continuation:
SMILES	EPAC2 agonist	Mm-Cpn inhibitor	Nrf2 block	TGFb inhibitor	Nrf2 activator	CCT modulator	A549 tox	EPAC2 antagonist	pAkt inh
Cc1c(NS(=O)(=O)c2cccc(C(=O)NCc3ccco3)c2)c(=O)n(-c2ccccc2)n1C	13.6%	/	-11.5%	-2.2%	1.1%	-6.1	3.1%	-3.6%	i
Cc1cc(C)nc(NC(=S)NC(=O)c2ccccc2F)n1	17.5%	/	11.0%	15.1%	3.7%	-2.0	-6.7%	2.2%	i
COc1ccc(C2C(C(=O)N3CCN(C)CC3)c3cc(OC)c(OC)cc3C(=O)N2C)cc1 (stereo not drawn)	0.9%	-10.8%	2.6%	-4.3%	2.6%	-2.5	0.4%	-0.8%	i
O=C1c2cccc3c(N4CCCCC4)ccc(c23)C(=O)N1CCO	3.4%	0.6%	3.0%	19.9%	3.6%	-1.9	-2.2%	-0.5%	i
COc1ccc(/C=N/NC(=O)c2ccc(CN3C(=O)c4cccc5cccc3c45)cc2)cc1O	0.2%	-5.3%	-7.6%	?	6.1%	-1.4	0.1%	8.5%	i
COc1ccccc1OCCOc1ccc(/C=C2/C(=N)N3OC(C)=CC3=NC2=O)cc1OC	-9.5%	1.0%	-26.5%	-12.8%	-0.4%	-11.4	-6.2%	-2.1%	i
Clc1ccc(OCc2nnc(SCCN3CCCCC3)n2Cc2ccco2)cc1	5.9%	-2.4%	11.7%	14.0%	2.7%	-2.5	-12.2%	-2.1%	i
Cc1[nH]n(S(=O)(=O)c2ccccc2)c(=O)c1N=Nc1cccc(Cl)c1	-9.1%	-0.3%	?	26.1%	0.1%	0.3	-18.7%	-2.3%	i
CCOc1ccccc1N(CC(=O)Nc1ccc(OC)cc1OC)S(=O)(=O)c1ccccc1	-7.8%	0.8%	3.4%	-13.9%	2.5%	-0.6	-0.2%	-7.7%	i
C=CCNc1nc(Nc2ccc(-c3nc4ccccc4o3)cc2)nc(N2CCOCC2)n1	14.4%	-1.3%	-25.1%	?	?	-0.9	2.7%	-15.3%	i
Cc1nn(Cc2ccc(F)cc2)c(C)c1NC(=O)c1cc(-c2ccco2)on1	11.7%	-1.2%	-2.8%	-6.3%	0.0%	-6.3	0.8%	6.0%	i
CCCNC(=O)c1onc(CSc2ccc(F)cc2)c1C(=O)NC(C)C	6.9%	-0.1%	-2.9%	?	0.9%	0.6	10.7%	-3.9%	i
CCOc1ccccc1NC(=O)C(C)CC (stereo not drawn)	6.1%	3.8%	-7.1%	24.3%	0.0%	-0.1	1.6%	1.9%	i
COC(=O)c1ccc(/C=C(\C#N)c2ccccn2)cc1	4.7%	0.2%	17.6%	10.8%	6.2%	3.5	-0.1%	14.8%	i
CCOc1ccc(OCC)c(NC(=O)c2ccc(CNc3c(N4CCOCC4)c(=O)c3=O)cc2)c1	1.5%	0.7%	/	?	-0.9%	-1.0	-6.6%	-1.2%	i
Cc1ccc(-c2cnc(NCc3ccc(C(F)(F)F)cc3)n2C)cc1	/	/	0.5%	-14.3%	-0.2%	/	-3.6%	/	/
CCOc1ccc(/C=C/c2nc(C#N)c(NCCc3ccccc3)o2)cc1	/	/	5.2%	-8.5%	-0.8%	/	-1.8%	/	/
Cc1nnc(SCC(=O)NNC(=O)CC#N)[nH]c1=O	-6.2%	0.3%	5.0%	-0.4%	0.2%	0.1	1.9%	3.9%	i
C(=N\Nc1nncc2ccccc12)/c1ccccc1	0.4%	-0.3%	?	25.6%	11.2µM*	-9.5	3.7%	-1.8%	i
CS(=O)(=O)N(CC(=O)N1CCN(Cc2ccccc2)CC1)c1cccc([N+](=O)[O-])c1	1.8%	-2.4%	?	3.2%	0.1%	0.7	-1.4%	15.6%	i
O=C(c1cc2ccccc2cc1O)N1CCN(c2cccc(Cl)c2)CC1	-3.5%	-4.3%	?	?	-0.5%	2.9	2.9%	-6.6%	i
COc1ccc(Nc2nc3cc(C)ccc3cc2C#N)cc1	-2.5%	-4.6%	6.9%	16.2%	-0.1%	-1.0	4.7%	9.6%	i
O=C(COC(=O)c1ccccc1NC(=O)c1ccco1)Nc1ncc(Cl)cc1Cl	-7.3%	-4.9%	/	12.0%	-0.1%	1.7	13.6%	0.9%	i

These rows are one share of the data, so the mix of outcomes need not match the whole.
